Screening results: PubChem BioAssay, Broad Institute
PAX8 reporter – lowers PAX8-driven luciferase in RMG-I cells | RMG-I TPO-luciferase reporter, SteadyGlo, 24 h | inhibition, % at 12.6 µM | 1.2% of 360,000 active;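 active = mean replicate inhibition at least 60% with every replicate also reaching 60%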;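 also: luciferase light reporting Pax8 driven TPO promoter activity; plate controls were median of neutral control wells for no effect and mitoxantrone controls for full effect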
Cneo AK release – causes C. neoformans cell lysis; adenylate kinase release luminescence, 4 h; normalised: neutral wells 0, clomiphene wells 100; lysis activity, % at 15 µM; 0.2% of 360,000 active; AID 651654;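 active = mean lysis activity across replicates of at least 80%, whatever share of replicates individually reach that level; inactive = mean lysis activity below 80%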
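Test system: log-phase Cryptococcus neoformans yeast cells. Input: 5 × 10^6 yeast cells/mL. Medium: fresh YPD growth medium. Doses: single dose. Incubation: static 4 h at 37 °C with compound, 1 h detection. Measured by: luminescent adenylate kinase detection reagent. Read-out: signal increase indicating cell lysis. Benchmarks: Clomiphene.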
miR122 inh – blocks miR-122 activity in Huh7 sensor cells; activation (reporter increase), % at 12.5 µM; AID 602342; 0.3% of 340,000 active; Huh7 miR-122 Renilla luciferase sensor, 48 h; neutral wells = 0, positive control = 100;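 active = mean replicate activation score at least 90 and every replicate individually at or above 90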;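 also: higher luciferase means less miR-122 activity so hits act as miR-122 inhibitors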
FN deposition inh – fibronectin deposition inhibition; inhibition, % at 12.6 µM; 0.086% of 350,000 active; AID 743247; AH1F fibroblasts, Alexa488-fibronectin deposition fluorescence, overnight;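 active = mean inhibition across replicates of 30% or more, regardless of how many single replicates reach that level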;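 also: positive control wells lacked labelled fibronectin entirely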
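material = AH1F fibroblast monolayer depositing Alexa488-labelled fibronectin into matrix | amount = 10000 AH1F cells/well | buffer or medium = DMEM plus 2% serum, read in PBS | incubation = 1 h cell adhesion before compound, then overnight fibronectin incubation | detection = fluorescence at 485 nm excitation, 525 nm emission | evaluation = percent inhibition as loss of matrix-bound fibronectin fluorescence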
LGR2 inh – blocks bursicon-induced cAMP signaling via Drosophila LGR2 | HEK293 LGR2, CRE-luciferase, bursicon-stimulated, 4 h | inhibition, % at 9.99 µM | 0.35% of 380,000 active;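 active = drop in luminescence signal, shown as inhibition above about 50% in the replicate tests, limit read from the data, passing the limit was not always enough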;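 also: agonist challenge used bursicon conditioned medium at about half maximal strength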
EWS-Fli inh – inhibitors of EWS/Fli oncoprotein transcriptional activity. A673 NR0B1-luciferase reporter, viability-normalised. inhibition, % at 12.6 µM. 0.67% of 350,000 active;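 active = mean inhibition of at least 50% after viability correction, with every replicate also passing that limit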;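 also: firefly luciferase signal divided by Alamar Blue viability fluorescence both relative to DMSO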
PGC1a acetyl inh – modulators of PGC1a acetylation | 0.17% of 350,000 active | inhibition, % at 15.6 µM | U2OS PGC1a acetylation, AlphaScreen anti-acetyl-lysine; with virally co-expressed GCN5 acetyltransferase;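 active = every replicate shows inhibition of at least 40%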;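 also: 0% = neutral control wells and 100% = positive control wells; some results beyond the cut were filed as inactive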
CASP6 VEID inh – blocks human caspase-6 cleavage activity; P55212; purified caspase-6, Z-VEID-R110 cleavage fluorescence; 0.53% of 350,000 active; inhibition, % at 12.5 µM;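 active = mean inhibition across replicates at least about 35%, with every replicate also reaching that limit, limit read from the data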;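 also: 0% = median of neutral control wells and 100% = no fluorescence left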
Target sequence (P55212 24-179 limits assumed): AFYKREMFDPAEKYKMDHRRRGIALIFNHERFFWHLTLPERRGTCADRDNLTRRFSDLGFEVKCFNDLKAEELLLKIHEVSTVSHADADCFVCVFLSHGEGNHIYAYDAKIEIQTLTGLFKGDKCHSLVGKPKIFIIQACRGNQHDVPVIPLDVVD
Target sequence (P55212 194-293 limits assumed): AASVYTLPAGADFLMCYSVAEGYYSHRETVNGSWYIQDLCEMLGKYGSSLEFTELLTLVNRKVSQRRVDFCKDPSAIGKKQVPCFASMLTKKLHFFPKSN
An asterisk follows results filed as active; nt = not tested or not shown; [ ] = dose if it differs, or a comment.

Labels used below – A = PAX8 reporter; B = Cneo AK release; C = miR122 inh; D = FN deposition inh; E = LGR2 inh; F = EWS-Fli inh; G = PGC1a acetyl inh; H = CASP6 VEID inh
CC(C)=CCc1ccc(O)c(=O)cc1C(C)C
  A: 79* | B: 2 | C: 4 | D: 6 | E: 27 | F: 10 | G: 16 | H: -8
Nc1nc(F)cc(N2CCCCCC2)n1
  A: 1 | B: nt | C: nt | D: 5 | E: -5 | F: 1 | G: nt | H: -1
C[C@@H]1CN([C@@H](C)CO)S(=O)(=O)c2ccc(C#CCC3CCCC3)cc2O[C@H]1CN(C)C(=O)CC1CC1
  A: 10 | B: 0 | C: 6[16.7 µM] | D: 4 | E: 25 | F: 19 | G: 13 | H: 3
COc1ccc(OC)c(Nc2c3ccccc3nc3ccccc23)c1
  A: 18 | B: -3 | C: 18 | D: 7 | E: -10 | F: 41 | G: -6 | H: -2
O=C(C1CCN(S(=O)(=O)c2ccccc2F)CC1)N1CCCC1
  A: -7 | B: 3 | C: 0 | D: -1 | E: 19 | F: -2 | G: -7 | H: -1
C/C=C/c1ccc([C@H]2[C@H]3CN(C(=O)Nc4ccc(OC)cc4)CC(=O)N3[C@H]2CO)cc1
  A: -12 | B: nt | C: nt | D: nt | E: -6 | F: 1 | G: -3 | H: 2
CCN(C(=O)Cc1c(C(=O)O)n(CC)c2ccccc12)c1cccc(C(F)(F)F)c1
  A: 14 | B: -4 | C: 3 | D: 1 | E: 0 | F: 5 | G: -4 | H: -3
CC(C)CCNC(=O)NC(=O)CSc1nnc(-c2ccccc2Br)o1
  A: nt | B: 1 | C: 4 | D: nt | E: 3 | F: 5 | G: 1 | H: -1
O=C1CCCN1CCCNS(=O)(=O)c1cccs1
  A: -10 | B: 10 | C: -11 | D: -2 | E: 20 | F: -11 | G: 1 | H: -2
COC(=O)c1cc2c(c3c4ccccc4n(S(=O)(=O)c4cccc(C)c4)c13)C(=O)N(Cc1ccc(N(C)C)cc1)C2
  A: 18 | B: nt | C: nt | D: -4 | E: nt | F: 13 | G: nt | H: -5
COc1cccc(/C=C2\SC(=S)N(CCCC(=O)N3CCCCC3)C2=O)c1
  A: 27 | B: 3 | C: nt | D: 1 | E: -6 | F: -8 | G: nt | H: -6
O=CN1CCN(C(=O)c2ccc3c(c2)OCO3)CC1
  A: 4 | B: -1 | C: -6 | D: 7 | E: 4 | F: -9 | G: 1 | H: -4
COc1ccc(CN2C(=O)C(CC(=O)NCCCCc3ccccc3)CC(C(=O)N(C)C)=C2C)cc1 (configuration not stated)
  A: -4 | B: 0 | C: -1 | D: -7 | E: -4 | F: 4 | G: 2 | H: -1
S=C(NCCC(c1ccccc1)c1ccccc1)Nc1ccc(Cl)cc1
  A: nt | B: 1 | C: 49 | D: nt | E: -7 | F: nt | G: -5 | H: nt
C[C@@H]1CCCCO[C@@H](CN(C)Cc2ccc3c(c2)OCO3)[C@H](C)CN([C@@H](C)CO)C(=O)c2cc(NC(=O)Nc3ccc(C(F)(F)F)cc3)ccc2O1
  A: 88* | B: 4 | C: 3[16.7 µM] | D: -12 | E: 10 | F: -1 | G: -1 | H: -1

Labels used below – A = PAX8 reporter; B = Cneo AK release; C = miR122 inh; D = FN deposition inh; E = LGR2 inh; F = EWS-Fli inh; G = PGC1a acetyl inh; H = CASP6 VEID inh
Cn1c(O)c(/C=N/Nc2ccccc2)c(=O)n(C)c1=O
  A: 15 | B: nt | C: nt | D: -14 | E: -1 | F: -8 | G: nt | H: 4
C/C(N)=C(/C#N)C(=O)COC(=O)CCCNC(=O)c1ccc(Cl)cc1
  A: 3 | B: 0 | C: 2 | D: 11 | E: 4 | F: 10 | G: nt | H: -6
COc1cc(S(=O)(=O)N2CCOCC2)ccc1NC(=O)CSc1n[nH]c(=O)[nH]c1=O
  A: 13 | B: nt | C: 144* | D: 4 | E: -28 | F: -3 | G: nt | H: 3
C[C@@H]1CN([C@H](C)CO)C(=O)c2cc(NC(=O)Nc3ccc(C(F)(F)F)cc3)ccc2O[C@@H](C)CCCCO[C@@H]1CN(C)S(=O)(=O)c1cccs1
  A: 27 | B: 2 | C: 2[16.7 µM] | D: nt | E: -11 | F: 4 | G: 29 | H: 2
O=C1c2ccccc2C(Nc2ccc3c(c2)OCO3)N1Cc1ccco1 (configuration not stated)
  A: -23 | B: 1 | C: -1 | D: -1 | E: -10 | F: -11 | G: -3 | H: 1
COc1ccc(C=NNC(=O)NN=Cc2ccc(OC)c(OC)c2)cc1OC
  A: nt | B: -10 | C: 4 | D: 6 | E: -7 | F: -38 | G: -2 | H: 2
CC(Oc1ccc2c(=O)c(-c3ccc(Cl)cc3)c(C(F)(F)F)oc2c1)C(=O)O (configuration not stated)
  A: -2 | B: -2 | C: 1 | D: -2 | E: -11 | F: 8 | G: 10 | H: 4
CC(C)c1ccc(S(=O)(=O)N2CCN(C(=O)Cc3ccsc3)CC2)cc1
  A: 14 | B: -1 | C: nt | D: -4 | E: -5 | F: 9 | G: -27 | H: -180
CCOc1cc(/C=C2/NC(=O)N(CC(=O)OC)C2=O)ccc1O
  A: -3 | B: 3 | C: -10 | D: -6 | E: 1 | F: 34 | G: 5 | H: -2
C[C@H](NC(=O)c1ncn2c1C(=O)NC[C@H]2C)C(=O)OC(C)(C)C
  A: 6 | B: -1 | C: -1 | D: -2 | E: 0 | F: -7 | G: nt | H: 0
CC(C)(O)C#Cc1cccc(-c2nc(C(=O)N[C@@H]3CCN(Cc4ccccc4)C3)cc3c2[C@H](CCO)N(S(=O)C(C)(C)C)C3)c1 (some centres not stated)
  A: 11 | B: nt | C: nt | D: 2 | E: -17 | F: -2 | G: -4 | H: 2
COc1ccc2c3c([nH]c2c1)[C@H](CO)N(C(=O)NC(C)C)CC31CN(C(=O)c2cnccn2)C1
  A: nt | B: nt | C: nt | D: nt | E: 0 | F: 0 | G: 1 | H: 1
CC(OC(=O)c1c[nH]c2ccccc12)C(=O)N1CCCC1 (configuration not stated)
  A: 3 | B: -2 | C: 0 | D: 3 | E: 6 | F: -4 | G: 1 | H: 3
C[C@H]1CN([C@@H](C)CO)S(=O)(=O)c2ccc(-c3cccc(C(=O)N(C)C)c3)cc2O[C@H]1CN(C)C(=O)Nc1ccccc1
  A: -22 | B: -4 | C: -2[16.7 µM] | D: nt | E: -1 | F: -10 | G: -4 | H: -5
CCOc1ccc(OCCSc2ccc(S(=O)(=O)N3CCN(C)CC3)cn2)cc1
  A: 7 | B: 1 | C: -1 | D: -2 | E: -14 | F: 1 | G: -5 | H: -1

Labels used below – A = PAX8 reporter; B = Cneo AK release; C = miR122 inh; D = FN deposition inh; E = LGR2 inh; F = EWS-Fli inh; G = PGC1a acetyl inh; H = CASP6 VEID inh
C[n+]1ccc(/C=C/c2c[nH]c3ccccc23)cc1
  A: 30 | B: nt | C: nt | D: -6 | E: 6 | F: 22 | G: nt | H: -8
Cc1ccc(CNC(=O)C2COc3ccccc3O2)cc1 (configuration not stated)
  A: -47 | B: nt | C: nt | D: -7 | E: -21 | F: -12 | G: nt | H: 3
Nc1nc(-c2ccc3ccccc3c2)cs1
  A: -74 | B: nt | C: nt | D: -6 | E: -42 | F: -71 | G: -5 | H: 4
C[C@@H]1CCCCO[C@@H](CN(C)S(=O)(=O)c2ccc(Cl)cc2)[C@H](C)CN([C@@H](C)CO)C(=O)c2cc(NS(=O)(=O)c3ccccc3)ccc2O1
  A: 15 | B: nt | C: nt | D: -11 | E: -6 | F: 14 | G: -6 | H: 0
C[C@@H]1CN([C@H](C)CO)C(=O)c2cc(-c3ccc(C#N)cc3)cnc2O[C@@H]1CN(C)CC1CCCC1
  A: 13 | B: -1 | C: 3[16.7 µM] | D: -25 | E: -13 | F: 1 | G: 5 | H: -5
COC(=O)c1ccc(S(=O)(=O)N2CCN(C)CC2)n1C
  A: 42 | B: 5 | C: -1 | D: -3 | E: -1 | F: 3 | G: 4 | H: 0
Cc1ccc(S(=O)(=O)c2nc(S(=O)(=O)c3ccc(C)cc3)c(N3CCN(CCO)CC3)s2)cc1
  A: 12 | B: -1 | C: -12 | D: 16 | E: nt | F: 23 | G: -5 | H: -3
C[C@H]1CN([C@@H](C)CO)C(=O)c2cc(C#CCc3ccccc3)cnc2O[C@H]1CN(C)C(=O)C1CC1
  A: nt | B: nt | C: 10[16.7 µM] | D: nt | E: 12 | F: -11 | G: -13 | H: nt
CS(=O)(=O)Nc1ccc2c(c1)ncn2CCc1ccccc1
  A: -6 | B: -4 | C: 2 | D: 3 | E: 11 | F: 3 | G: nt | H: -2
C[C@H](CO)N1C[C@H](C)[C@H](CN(C)Cc2ccccc2)OCCCC[C@H](C)Oc2ccc(NS(=O)(=O)c3cccs3)cc2C1=O
  A: -14 | B: 91* | C: -4[16.7 µM] | D: -23 | E: -8 | F: -7 | G: 3 | H: 4
c1ccc(Cn2c(-c3ccco3)nc3nc4ccccc4nc32)cc1
  A: -209 | B: -1 | C: 1 | D: 1 | E: nt | F: nt | G: 0 | H: nt
O=C(NCc1ccccc1Cl)c1ccc2nc([C@@H]3O[C@H](CO)[C@@H](O)[C@H]3O)[nH]c2c1
  A: 9 | B: -9 | C: nt | D: 12 | E: 0 | F: 5 | G: nt | H: -2
CCOCCn1c(CN2CCN(c3cccc(Cl)c3)CC2)nc2c1c(=O)n(C)c(=O)n2C
  A: 20 | B: -2 | C: -5 | D: 9 | E: -6 | F: 6 | G: 3 | H: 0
COc1ccc(NC(=O)Nc2ccc3c(c2)C(=O)N([C@H](C)CO)C[C@H](C)[C@H](CN(C)S(=O)(=O)c2ccc(Cl)cc2)OCCCC[C@H](C)O3)cc1
  A: 27 | B: -13 | C: -10[16.7 µM] | D: -4 | E: 28 | F: 12 | G: -8 | H: 0
CC(C(=O)O)n1cnc2sc3c(c2c1=O)CCCC3 (configuration not stated)
  A: 12 | B: nt | C: nt | D: -1 | E: 9 | F: 7 | G: 3 | H: -2

Shown as a markdown table: part of the list above.
| compound | PAX8 reporter | Cneo AK release | miR122 inh | FN deposition inh | LGR2 inh | EWS-Fli inh | PGC1a acetyl inh | CASP6 VEID inh |
| --- | --- | --- | --- | --- | --- | --- | --- | --- |
| C[C@H]1CN([C@@H](C)CO)C(=O)c2cc(C#CCc3ccccc3)cnc2O[C@H]1CN(C)C(=O)C1CC1 | nt | nt | 10[16.7 µM] | nt | 12 | -11 | -13 | nt |
| C[C@@H]1CCCCO[C@@H](CN(C)S(=O)(=O)c2ccc(Cl)cc2)[C@H](C)CN([C@@H](C)CO)C(=O)c2cc(NS(=O)(=O)c3ccccc3)ccc2O1 | 15 | nt | nt | -11 | -6 | 14 | -6 | 0 |
| Cc1ccc(S(=O)(=O)c2nc(S(=O)(=O)c3ccc(C)cc3)c(N3CCN(CCO)CC3)s2)cc1 | 12 | -1 | -12 | 16 | nt | 23 | -5 | -3 |
| COC(=O)c1ccc(S(=O)(=O)N2CCN(C)CC2)n1C | 42 | 5 | -1 | -3 | -1 | 3 | 4 | 0 |

miR122 inh: hit marks shown above.
SMILES,miR122 inh,LGR2 inh,PGC1a acetyl inh,CASP6 VEID inh
COc1cc(S(=O)(=O)N2CCOCC2)ccc1NC(=O)CSc1n[nH]c(=O)[nH]c1=O,144*,-28,nt,3
